# From PubChem BioAssay
# APJ agonist = activates the human apelin receptor APJ; AID 2520; activation, % at 20 µM; 0.11% of 330,000 active; P35414; CHO-K1 APJ PathHunter beta-arrestin, luminescence; 0% DMSO wells, 100% apelin;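 active means activation more than six SD over the plate average, tested at 20 µM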;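 further: 0% = DMSO alone and 100% = apelin-13 at 10 nM; some results filed as inactive read as strong as hits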
#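 Assay system – PathHunter CHO-K1 APJ (AGTRL-1) beta-arrestin reporter cells · Compound – one dose, 20 µM compound, 1% DMSO · Timing – compound 90 min 25 °C, reagent 1 h · Measured by – luminescence from split beta-galactosidase complementation, Galacton Star/Emerald II substrate · Measure – beta-arrestin recruitment to APJ as agonist activity, luminescent signal · Benchmarks – DMSO vs Apelin-13 10 nM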
# CHOP UPR activ = apoptotic UPR (CHOP) activation; CHO-CHOP luciferase reporter, luminescence; percent of tunicamycin response over DMSO baseline; 0.34% of 330,000 active; activation, % at 10 µM; AID 449763;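 active means at 10 µM dose, activation of 40% or more, normalized to positive control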;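 further: 100% = tunicamycin at 10 µg/mL and 0% = DMSO alone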
#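 Test system: CHO-CHOP cells, stable luciferase reporter of PERK-eIF2a-CHOP signalling | Quantity: 500 CHO-CHOP cells per well | Buffer or medium: F12 plus 10% serum | Compound dosing: 10 µM single point, 0.5% DMSO | Schedule: 6 h compound treatment, 37 °C | Signal: Luciferase luminescence | Control set: Tunicamycin high control, DMSO low control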
# XBP1 UPR activ = adaptive UPR (XBP1) activation; CHO-XBP1 luciferase reporter, IRE1-XBP1 UPR activation, luminescence; percent of tunicamycin response, DMSO as zero; activation, % at 20 µM; 0.33% of 330,000 active; AID 463104;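 active means versus positive control, 20 µM dose yields 30% or more activation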;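 further: 100% = tunicamycin at 10 µg/mL and 0% = DMSO only wells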
#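 incubation = overnight seeding at 37 °C, 6 h compound treatment at 37 °C | assay system = CHO-XBP1 cells stably carrying IRE1-XBP1-driven luciferase reporter | input = 1000 cells per well | detection = luciferase luminescence | dosing = single point, 20 µM final compound, 1% DMSO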
# tim23-1 inh = growth inhibitors of tim23-1 mutant yeast; S. cerevisiae tim23-1 growth, BacTiter-Glo luminescence, 24 h; inhibition, % at 20 µM; 1.3% of 330,000 active;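 active means growth inhibition of the mutant yeast at or above 50%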;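 further: temperature-sensitive mutant grown at 25 °C; plate controls were DMSO-treated mutant yeast for no effect and medium wells lacking yeast for full effect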
# TIM10 inh = TIM10 yeast growth inhibition; S. cerevisiae TIM10 strain growth, BacTiter-Glo luminescence, 24 h; 1.4% of 330,000 active; inhibition, % at 10 µM;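 active means inhibition of 40% or more at the single tested concentration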;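 further: wild-type TIM10 isogenic control strain grown at permissive 25 °C; 0% = DMSO yeast wells and 100% = minimal medium wells without yeast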
# NALP3 yeast inh = blocks the NALP3 inflammasome reconstituted in yeast; Yeast reconstituted NLRP3/ASC/caspase-1, beta-gal luminescence, 24 h; inhibition, % at 10 µM; 0.39% of 330,000 active;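 active means inhibition of 50% or more; inactive means inhibition below 50%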;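 further: plate controls were induced DMSO wells for no effect and uninduced yeast grown without galactose for full effect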
# tim10-1 inh = tim10-1 yeast growth inhibition; S. cerevisiae tim10-1 ts strain growth, BacTiter-Glo, 24 h; inhibition, % at 20 µM; 2.2% of 330,000 active; AID 463190;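 active means inhibition of at least 40%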;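 further: mutant grown at 25 °C; 0% = DMSO wells with yeast and 100% = wells holding no yeast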
# Mdm2 MdmX PPI = disrupts the human Mdm2-MdmX interaction; O15151+Q00987; SaOS-2 split-luciferase Mdm2/MdmX complementation, luminescence; inhibition, % at 8 µM; 3% of 330,000 active;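 active means inhibition of at least 50% at 8 µM in the primary screen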
# Target sequence (O15151 whole entry, looked up): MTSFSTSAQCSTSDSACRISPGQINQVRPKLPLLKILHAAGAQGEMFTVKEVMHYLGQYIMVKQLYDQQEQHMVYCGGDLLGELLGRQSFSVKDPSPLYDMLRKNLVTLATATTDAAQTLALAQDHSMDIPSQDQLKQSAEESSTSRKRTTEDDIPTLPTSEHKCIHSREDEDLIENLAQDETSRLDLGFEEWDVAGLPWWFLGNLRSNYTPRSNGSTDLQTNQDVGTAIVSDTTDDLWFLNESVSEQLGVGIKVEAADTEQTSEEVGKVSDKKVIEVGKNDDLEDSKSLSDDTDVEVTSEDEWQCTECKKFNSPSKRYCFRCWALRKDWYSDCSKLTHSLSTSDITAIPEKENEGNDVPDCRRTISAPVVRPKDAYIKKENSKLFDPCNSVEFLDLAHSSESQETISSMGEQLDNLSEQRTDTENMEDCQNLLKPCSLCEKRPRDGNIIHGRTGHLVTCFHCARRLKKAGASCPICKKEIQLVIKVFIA
# Target sequence (Q00987 whole entry, looked up): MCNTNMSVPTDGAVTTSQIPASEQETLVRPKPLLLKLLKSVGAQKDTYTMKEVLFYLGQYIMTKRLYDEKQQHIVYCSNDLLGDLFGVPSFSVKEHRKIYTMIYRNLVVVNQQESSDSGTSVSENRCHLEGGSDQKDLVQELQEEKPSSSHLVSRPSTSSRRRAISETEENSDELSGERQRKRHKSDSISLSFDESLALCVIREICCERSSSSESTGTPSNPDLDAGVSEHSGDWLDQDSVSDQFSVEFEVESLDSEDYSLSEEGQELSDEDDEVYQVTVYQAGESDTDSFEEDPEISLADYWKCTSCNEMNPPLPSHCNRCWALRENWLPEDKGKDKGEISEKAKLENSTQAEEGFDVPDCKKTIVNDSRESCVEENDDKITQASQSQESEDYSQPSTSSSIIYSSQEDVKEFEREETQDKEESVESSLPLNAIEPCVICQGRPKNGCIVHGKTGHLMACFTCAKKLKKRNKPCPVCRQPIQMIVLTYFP
# NR3A LBD binder = modulators (binders) of human NR3A ligand-binding domain; NR3A LBD differential scanning fluorimetry, Tm shift; 0% = protein alone, 100% = glycine-bound protein; Tm shift relative to glycine control, % at 25 µM; 2.5% of 340,000 active;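 active means melting temperature shift of at least 10% of the positive control shift, at one fixed dose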
# Numbers without * were called inactive; nt = not tested or not shown.
No.	SMILES	APJ agonist	CHOP UPR activ	XBP1 UPR activ	tim23-1 inh	TIM10 inh	NALP3 yeast inh	tim10-1 inh	Mdm2 MdmX PPI	NR3A LBD binder
1	CCc1ccc(OCCCN=C(C)c2c(O)n(C)c(=O)n(C)c2=O)cc1	4	-0.4	-2	18	21	13	18	-22	1
2	NC(=S)N/N=C/c1coc2ccccc2c1=O	7	-1.6	0	22	29	-7	10	40	0
3	CN1C(=O)C(=Cc2ccc(N(C)C)c([N+](=O)[O-])c2)C(=O)N(C)C1=O	-4	-1.8	0	9	-16	21	5	23	nt
4	COc1ccc(C2=NS(=O)(=O)N(C)C(C(=O)N3CCC4(CC3)OCCO4)=C2)cc1OC	-3	-0.1	-2	-10	-2	11	10	15	1
5	COC(=O)C1=C(c2ccccc2OCc2ccccc2)C[C@@H]2CC[C@H]1N2C(=O)NCCOc1ccccc1	0	-0.2	1	28	3	16	18	15	-3
6	COC(=O)C1=C(c2ccc(F)cc2OCc2ccccc2)C[C@@H]2CC[C@H]1N2C(=O)NCCOc1ccc(OC)cc1	-4	0.7	-2	21	7	7	6	7	1
7	O=C(NCC(c1cccnc1)N1CCN(c2ccccc2F)CC1)Oc1ccccc1 (centres undefined)	-2	-1.5	0	21	15	18	13	3	0
8	O=C1C2CCCN2C(c2cccs2)N1c1ccccn1 (centres undefined)	2	-1.6	0	8	2	-2	4	16	0
9	CCc1ccc(-c2nn(Cc3ccccc3)cc2C=O)cc1	1	5.5	0	54*	30	35	33	-85	-1
10	COc1cc(OC)cc(C(=O)Nc2ccc(Br)cc2C(=O)c2ccccc2)c1	-4	1.1	-1	8	20	0	20	8	0
11	C[C@]12CCC3C(CCC4=C/C(=N/OCC(=O)NC(CCC(N)=O)C(=O)O)CC[C@@]43C)C1CCC2O (some centres undefined)	-3	3.8	2	7	2	37	-4	4	3
12	COc1ccccc1CNC(=O)CCC(=O)N1C[C@H]2C[C@@H](C1)c1cccc(=O)n1C2	0	1.9	1	12	2	19	6	-22	-1
13	COC(=O)C1=C(c2ccc(F)cc2OCc2ccccc2)C[C@@H]2CC[C@H]1N2C(=O)NCc1ccc(C)cc1	-2	1.8	0	20	8	16	14	48	3
14	C[C@]12CCC3C(CC[C@H]4C[C@@H](O)CC[C@]34C)[C@H]1CC[C@H]2O (some centres undefined)	-5	1.1	0	19	4	51*	-14	25	2
15	S=P(NC1CCCCC1)(N1CC1)N1CC1	-4	3.2	-1	18	15	6	-2	36	0
16	CCCCC1C(=O)NC(=S)NC1=O	-3	0.8	-1	2	-5	-2	10	-10	nt
17	CCC(=O)N1N=C(c2c(O)n(CCc3ccccc3)c(=O)[nH]c2=O)CC1c1ccc(OC)c(OC)c1 (centres undefined)	3	2.2	3	-6	3	9	-10	22	0
18	CN1CCN(S(=O)(=O)c2ccc(Cl)nc2)CC1	0	0.6	-2	9	-21	9	-4	3	1
19	O=P1(Oc2ccccc2)OCCCS1 (centres undefined)	1	-0.4	-2	-5	-3	7	-12	15	1
20	C=CCn1c(O)c(/C(C)=N/N2CCN(C)CC2)c(=O)[nH]c1=O	-1	-0.6	-5	2	11	8	-2	23	1
21	CC(=O)OC1N=C(c2ccccc2Cl)c2cc(Br)ccc2NC1=O (centres undefined)	2	0.0	0	12	-14	2	-19	0	-5
22	COc1ccc(CN2CCN(C(=O)Cc3ccccc3)CC2)cc1Br	-3	0.6	-2	26	-1	20	8	3	2
23	COc1ccc(OC)c(N=Cc2c(O)n(Cc3ccccc3)c(=S)[nH]c2=O)c1	3	5.6	12	11	13	-2	9	3	1
24	CCP(=S)(CC)c1ccc(N(C)C)cc1	0	-1.9	-1	8	-2	14	18	-25	-4
25	O=C(NCc1cccnc1)NC1CCCCC1	-3	-1.7	-2	10	-6	12	-5	-9	0
26	Cn1cc(/C=C2\C(=O)NC(=O)N(c3ccccc3)C2=O)c2ccccc21	-3	0.9	-2	34	20	9	11	2	4
27	COc1ccc(C2=NCc3nnc(C)n3-c3ccc(Cl)cc32)cc1Cl	-2	1.6	4	9	-2	-6	10	65*	-1
28	O=c1c2ccccc2nc(/C=C\c2ccccc2[N+](=O)[O-])n1-c1ccccc1O	-1	-0.9	-2	48	13	8	20	40	-4
29	CC1N(O)C2CCCCCC2N1O (centres undefined)	-4	0.6	2	-5	8	14	-18	-9	4
30	CCN(CCNc1ccc([N+](=O)[O-])c2cccnc12)S(=O)(=O)c1ccc(Cl)cc1	-5	-1.3	-1	8	2	50*	12	7	-1
31	CC(=NCCCn1ccnc1)c1c(O)n(C2CCCCC2)c(=O)[nH]c1=O	2	2.1	1	3	10	-1	-5	7	3
32	CCOC(=O)c1c(C)[nH]c(C(=O)C(Cc2ccccc2)N(C)C)c1C (centres undefined)	-6	0.2	-1	10	3	11	17	41	2
33	O=C(c1ccc2c(c1)OCO2)C1CCCN(Cc2ccc(F)c(F)c2)C1 (centres undefined)	1	-0.9	-4	4	-7	34	-2	14	1
34	CCCCn1c(=O)c(C(=O)Nc2ccccc2Cl)c(O)c2ccccc21	-1	5.8	4	1	-7	7	2	38	4
35	Oc1ccccc1Cl	-3	-0.3	-3	-1	6	1	-12	20	0
36	CCCCn1c(O)c(C(C)=NCc2ccco2)c(=O)[nH]c1=O	-1	-1.5	0	19	3	-1	2	31	-1
37	O=C(CSC1c2ccccc2-c2ccccc21)N/N=C/c1ccc(C(=O)O)cc1	-2	-2.0	-1	2	9	5	11	22	5
38	C=C(COC(C)=O)CC1CC(O)[C@]2(C)OC3CC4OC5C[C@]6(C)O[C@]7(C)CCC8OC9C[C@]%10(C)OC%11C(C)=CC(=O)OC%11CC%10OC9C[C@@H](C)C8OC7CC6O[C@]5(C)C/C=C\C4OC3CC2O1 (some centres undefined)	4	2.7	-2	26	5	19	30	30	5
39	COc1cccc(NC(=O)N2CCC3(CC2)OCCO3)c1	2	2.1	0	1	5	9	-21	-21	0
40	O=C(COc1ccc(Cl)cc1)N1CCN(C/C=C/c2ccccc2)CC1	1	4.2	-1	-55	11	25	8	16	1
41	Cc1cc(N2CCCCC2)ccc1C=C1C(=O)N(C)C(=S)N(C)C1=O	1	-0.1	-2	26	28	17	7	0	-2
42	COC(=O)C1=C(c2ccc(Cl)c(C(F)(F)F)c2)C[C@@H]2CC[C@H]1N2C(=O)N1CCC(C)CC1	-6	2.4	0	28	6	24	21	13	6
43	O=c1cccc2n1CC1CC2CN(Cc2ccc3c(c2)OCO3)C1 (centres undefined)	0	-2.1	-3	1	-5	7	-8	16	-6
44	CC(=O)N1CCC2(CC1)CC(=O)c1cc(OCC(=O)N3CCN(C)CC3)ccc1O2	1	-2.8	5	12	6	6	5	14	0
45	N=C1c2ccccc2CN1c1ccc(F)c([N+](=O)[O-])c1	-1	0.6	0	-3	-10	-5	-7	53*	1
46	O=C(c1ccc(Cl)cc1)C12CN3CN(CN(C3)C1)C2	-1	-2.3	-1	2	-4	3	-15	-14	2
47	CN1CCN(CC(=O)Nc2ccc(Cl)cc2C(=O)c2ccccc2)CC1	-9	1.1	0	11	10	11	7	0	1
48	COc1ccc(CC(=O)N2CCN(C)CC2)cc1	-4	0.6	2	-3	-1	2	-2	24	0
49	Cc1c(C=O)c2ccccc2n1Cc1ccc([N+](=O)[O-])cc1	-2	-0.7	-3	17	7	25	17	18	-1
50	COc1ccc(Cn2c(O)c(C=NCCCn3ccnc3)c(=O)[nH]c2=O)cc1	-1	-0.9	-8	6	-11	-4	8	12	-2
51	CCC(=Nc1ccccc1N)c1c(O)[nH]c(=O)[nH]c1=O	0	2.1	0	10	-1	18	27	7	1
52	CC(C)c1cccc(C(C)C)c1OCCn1ccnc1	-1	-0.5	5	-1	4	10	-18	15	-5
53	Cc1cccc(CS(=O)(=O)Cc2ccc(C(=O)N3CCC4(CC3)OCCO4)o2)c1	-1	-0.5	3	6	4	11	3	16	1
54	O=C(O)CC1OCC=C2CN3CCC45c6ccccc6NC4C1C2CC35 (centres undefined)	-3	1.9	6	-2	-8	9	5	13	6
55	COc1ccc(-n2c(=O)[nH]c3ccccc3c2=O)cc1	3	6.6	2	4	-10	12	7	13	0
56	CCOc1ccc(-n2c(O)c(C=NCCN(CC)CC)c(=O)[nH]c2=O)cc1	1	-1.1	0	-1	6	1	12	4	-1
57	c1ccc(-c2ccncc2)cc1	-5	0.3	1	7	-1	11	-1	25	1
58	COC(=O)C1=C(c2cccc(OCc3ccccc3)c2)C[C@@H]2CC[C@H]1N2C(=O)NCc1cccc(F)c1	-5	1.7	-2	31	29	23	23	43	0
59	COc1ccc(C=O)cc1	-5	0.8	-3	-19	-6	17	-12	10	2
60	O=P1(NC2CCCC2)COc2ccccc2OC1	0	-1.3	1	8	-8	-3	3	-8	-1

# The list goes on.
No.	SMILES	APJ agonist	CHOP UPR activ	XBP1 UPR activ	tim23-1 inh	TIM10 inh	NALP3 yeast inh	tim10-1 inh	Mdm2 MdmX PPI	NR3A LBD binder
61	CCOC(=O)C(NC(=O)C(Cc1ccc(N(CCCl)CCCl)cc1)NC(C)=O)C(C)C (centres undefined)	-2	-0.6	1	15	17	-11	-3	28	0
62	CC(C)COP(=O)(OCC(C)C)C(O)c1cccnc1 (centres undefined)	-1	2.2	0	-8	-10	15	12	-13	-2
63	O=C1CC(=O)N(c2ccccc2F)C(=O)N1	-3	-2.4	-1	13	4	-2	15	-23	0
64	C[C@H]1CC[C@@]2(C)[C@@H](CC[C@@H]3[C@@H]2CC[C@]2(C)[C@@H](O)CC[C@@H]32)C1	-2	-1.7	1	21	-3	44	-8	24	0
65	COC(=O)C1=C(c2ccc(OC)c(OC)c2)C[C@@H]2CC[C@H]1N2C(=O)NC(C)C	-3	-0.3	-2	1	-3	7	-14	-11	0
66	O=c1[nH]c(=O)n(Cc2ccccc2Cl)c(O)c1C=Nc1ccc(F)cc1	-2	-1.7	-1	-14	-34	-3	0	2	0

# Not all compounds are listed. The share of hits here may be higher or lower than overall.
